# CHO-K1 Ca antag – M1 antagonist counterscreen hit in parental CHO-K1 cells; ATP-induced calcium, Fluo-8 fluorescence; AID 602250; inhibition, % at 3 µM; actives 0.6% (n = 360,000);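 active = inhibition above a per-plate cutoff, the plate's mean sample inhibition plus 3 SD, cut at about 24% in these data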;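 also: 0% = DMSO plus EC80 ATP and 100% = DMSO alone without ATP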
# CHRM1 PAM – human CHRM1 positive allosteric modulation | P11229 | CHO-K1 hM1, Fluo-8 calcium fluorescence, ACh EC20; 0% = ACh EC20, 100% = maximal ACh | activation, % at 3 µM | actives 0.088% (n = 360,000); in the data active = activation above about 19%, passing the limit was not always enough
# M1 antag – antagonists of human M1 muscarinic receptor | actives 1.3% (n = 360,000) | P11229 | AID 588852 | CHO-K1 hM1, Fluo-8 calcium fluorescence, ACh EC80 antagonist | inhibition, % at 3 µM;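 active = percent inhibition above its own plate's cutoff, namely the mean of that plate's compound wells plus 3 SD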;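 also: peak over basal fluorescence ratio during 140 s after agonist addition; 0% = ACh EC80 plus DMSO and 100% = DMSO alone without agonist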
# CHO parental Ca – counter-screen: ATP calcium response change in parental CHO cells; parental CHO-K1, ATP-induced calcium, Fluo-8 fluorescence; inhibition, % at 5.6 µM; actives 0.63% (n = 330,000);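 active = inhibition above that plate's mean sample inhibition plus 3 SD, cut at about 26% in these data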;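 also: 0% = ATP-challenged DMSO wells and 100% = DMSO wells without ATP; some compounds past the cut are filed as inactive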
#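 Test system: untransfected parental CHO cell line; also added: ATP stimulus; dosing: 5.6 µM, single dose; signal: calcium-sensitive Fluo-8 fluorescence; measure: percent inhibition of ATP-evoked calcium rise, normalized to controls; benchmarks: low control ATP plus DMSO, high control DMSO only; replication: one well per compound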
# CHRM4 agonist – CHRM4 agonism in calcium assay; actives 0.14% (n = 360,000); P08173; activation, % at 3 µM; CHO-K1 hM4/Gqi5, Fluo-8 calcium fluorescence; vehicle 0%, full acetylcholine response 100%;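 active = activation above the run mean over all test wells plus 3 SD, cut at about 32% in these data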;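 also: peak over basal fluorescence ratio per well then scaled between controls; 0% = DMSO wells and 100% = acetylcholine at EC100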
# Target sequence (P08173 whole entry, looked up): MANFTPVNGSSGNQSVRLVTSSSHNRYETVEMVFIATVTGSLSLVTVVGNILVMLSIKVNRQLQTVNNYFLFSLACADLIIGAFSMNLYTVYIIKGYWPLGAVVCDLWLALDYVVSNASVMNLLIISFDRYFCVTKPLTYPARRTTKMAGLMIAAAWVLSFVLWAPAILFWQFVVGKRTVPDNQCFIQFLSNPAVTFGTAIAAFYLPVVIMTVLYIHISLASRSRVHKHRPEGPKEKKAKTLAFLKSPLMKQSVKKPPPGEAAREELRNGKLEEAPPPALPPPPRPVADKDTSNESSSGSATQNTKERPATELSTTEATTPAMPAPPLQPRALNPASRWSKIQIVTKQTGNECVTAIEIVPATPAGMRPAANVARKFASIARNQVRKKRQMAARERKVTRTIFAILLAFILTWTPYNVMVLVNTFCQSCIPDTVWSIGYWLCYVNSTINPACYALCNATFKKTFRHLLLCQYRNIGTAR
# M1 ag parental – counter-screen for M1 agonists: effect in parental CHO-K1 cells | actives 0.48% (n = 360,000) | Fluo-8 calcium fluorescence; scaled to maximal ATP response, vehicle zero | AID 602248 | activation, % at 3 µM; in the data active = activation above about 15%;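 also: untransfected CHO-K1 host cells lacking M1 receptor as counterscreen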
# CHRM1 agonist – activates human CHRM1 receptor; AID 588814; activation, % at 3 µM; CHO-K1 hM1, Fluo-8 calcium fluorescence, agonist mode; 0% DMSO, 100% acetylcholine EC100; P11229; actives 0.33% (n = 360,000);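 active = activation above the run's mean compound activation plus 3 SD, cut at about 16% in these data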;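 also: peak over basal fluorescence ratio within a 140 s kinetic read after compound addition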
# OXTR potentiate – potentiates the human oxytocin receptor response. CHO-OTR cells, Fluo-8 calcium fluorescence, potentiator mode; 0% = oxytocin EC15, 100% = EC100. actives 0.061% (n = 320,000). AID 2445. P30559. activation, % at 3 µM;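 active = activation above that plate's cutoff, the mean activation of tested compounds plus 3 SD, cut at about 6.6% in these data, passing the limit was not always enough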;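 also: 100% uses oxytocin at 75 nM as the full agonist control; some results filed as inactive read as strong as hits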
# Target sequence (P30559 whole entry, looked up): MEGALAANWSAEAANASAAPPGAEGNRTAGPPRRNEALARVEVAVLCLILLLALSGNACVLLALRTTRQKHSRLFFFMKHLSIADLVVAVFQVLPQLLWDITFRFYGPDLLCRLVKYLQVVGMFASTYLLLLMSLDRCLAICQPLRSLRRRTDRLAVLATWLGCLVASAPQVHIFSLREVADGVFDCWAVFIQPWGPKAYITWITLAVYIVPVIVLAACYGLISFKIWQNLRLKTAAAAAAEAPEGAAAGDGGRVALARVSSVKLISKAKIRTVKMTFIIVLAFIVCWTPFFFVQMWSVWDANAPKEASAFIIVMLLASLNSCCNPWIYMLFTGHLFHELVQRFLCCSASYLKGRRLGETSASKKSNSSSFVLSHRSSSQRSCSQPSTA
#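 test system = CHO-OTR cells, human receptor | compound = single-point 3.0 µM | schedule = 6 min compound pre-incubation at room temperature, 100 s kinetic read | signal = Fluo-8 no-wash calcium dye fluorescence, excitation 470-495 nm, emission 515-575 nm | repeats = single well per compound, singlicate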
# CHRM4 antagonist – CHRM4 antagonism in calcium assay; P08173; CHO-hM4 cells, ACh EC80, Fluo-8 calcium fluorescence; inhibition, % at 3 µM; actives 0.73% (n = 360,000); AID 624125;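 active = inhibition above its plate's cutoff, the mean inhibition of sample wells plus 3 SD, cut at about 27% in these data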;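 also: 0% = acetylcholine EC80 with DMSO and 100% = DMSO without agonist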
# * hit, by the source's call; x = no result given.
SMILES,CHO-K1 Ca antag,CHRM1 PAM,M1 antag,CHO parental Ca,CHRM4 agonist,M1 ag parental,CHRM1 agonist,OXTR potentiate,CHRM4 antagonist
O=C(CCNC(=O)c1ccccc1)OCC(=O)c1ccccc1,-21,0,-11,-4,2,0.8,0,-25,2
CCCCN1C=CC(=C2C(=O)c3ccccc3C2=O)C=C1,-7,2,-5,5,2,0.4,-6,3,11
Cc1ccc(N(C(=O)CNC(=O)c2ccco2)C(C(=O)NCC2CCCO2)c2ccccc2)cc1C (stereo not drawn),-8,1,2,-26,20,5.3,-2,-6,-9
CC1CCN(S(=O)(=O)c2ccc(C(C)C)cc2)CC1,18,-1,2,-1,-1,-0.7,-11,-11,-1
O=C(O)c1ccc(CN2C[C@@H](CO)O[C@@H](n3cnc4c(N5CCOCC5)ncnc43)C2)cc1,3,10,-18,x,0,-0.5,0,x,-11
COc1ccc(NC(=O)N(C)C[C@H]2Oc3c(NC(=O)c4ccncc4)cccc3C(=O)N([C@H](C)CO)C[C@@H]2C)cc1,-8,6,2,-2,0,0.0,-7,-3,-1
O=C(Nc1cccc(C(=O)O)c1)/C(=C\c1ccccc1)NC(=O)c1ccc(Br)o1,15,-5,-5,x,0,0.2,-1,x,-30
COc1cc(CNC2CCCCCCC2)c(Br)cc1OCCO,2,-6,11,-10,3,0.4,-5,-11,5
Cc1ccc(NC(=O)CSCC(=O)Nc2cccc3ncccc23)cc1,-13,9,-11,-11,2,1.3,-5,-2,-8
CCc1c(O)nc(SCC(=O)Nc2c(C)cccc2C)n(-c2ccc(F)cc2)c1=O,-11,3,-5,x,0,-0.1,-2,x,-6
Cc1cc(C)nc(N2CCC(C(=O)NCCc3ccc(F)cc3)CC2)n1,1,-6,12,-5,0,0.3,-3,1,5
COc1cc2c(cc1OC)C(=NO)CCCC2,-3,0,1,x,1,0.1,-2,x,-3
Cc1cccc(C)c1NC(=O)CN(C)C(C)C(=O)NCC(=O)Nc1ccc(F)c(F)c1F (stereo not drawn),-4,3,-4,-17,1,-0.1,-3,-3,-5
CCOc1ccccc1C1C(C#N)=C(N)Nc2onc(-c3ccccc3)c21 (stereo not drawn),0,7,-15,-23,1,-0.2,-3,-13,0
COC(=O)Nc1sccc1C(=O)Nc1sccc1C(=O)OC,-12,11,-13,-9,0,-0.3,-2,1,-2
CCn1nc(C)c(CN2CCC(Oc3ccc(C(=O)N4CCCC4)cc3)CC2)c1C,-15,-3,-2,-9,2,0.4,-6,-9,3
CN1CCN(C(=O)OC2CC3CC2[C@H]2CCCCN2C3=O)CC1 (stereo partly drawn),-11,x,x,x,1,1.8,x,x,-11
CC(C)NC(=O)CN(C(=O)CCC(=O)Nc1nccs1)c1ccc2c(c1)OCO2,-15,-1,6,-3,1,0.9,-4,-7,13
CCOC(=O)CSc1nc2sc3c(c2c(=O)[nH]1)CC(C)(CC)OC3 (stereo not drawn),-1,-3,11,-5,2,0.0,-3,-7,1
CC1(C(=O)NS(=O)(=O)c2cccs2)CCN1C(=O)c1ccco1 (stereo not drawn),-7,6,-13,x,1,0.1,2,x,-17
CC(=O)c1ccccc1Oc1cc(NN2CCCCC2)c([N+](=O)[O-])cc1[N+](=O)[O-],-9,-35,36*,-17,0,-0.3,-11,-1,5
Cc1ccc(Cn2c(=N)c(C(=O)NC3CCCC3)cc3c(=O)n4ccccc4nc32)cc1,-20,7,-16,-1,1,1.0,-6,-6,-13
O=[N+]([O-])c1cccn2cc(-c3ccc(Br)cc3)nc12,-12,14,-16,-7,2,0.0,-1,-2,5
C=CCNC(=O)c1onc(CSc2ccccn2)c1C(=O)NCC=C,1,5,-9,-11,1,-0.1,-3,-1,1
C=CCNC(=O)/C(C#N)=C/c1c(N(Cc2ccccc2)Cc2ccccc2)nc2ccccn2c1=O,5,-7,19,-20,5,3.6,-6,-1,5
CC(C)CCNC(=O)c1ccc2c(Cl)c3c(nc2c1)CCC3,6,3,2,-10,3,4.1,-6,-6,-6
CCc1cc2ccc(C)cc2nc1SCC(=O)NNC(=O)c1ccco1,-2,13,-12,-13,1,3.9,-10,3,1
CSc1nc(=S)n(-c2ccc([N+](=O)[O-])cc2)c(C)c1C(C)=O,-8,7,-9,4,1,1.4,-3,-9,-7
COc1ccc(/C=C2\SC(=O)N(CCCC(=O)Nc3ccc(C(=O)O)cc3)C2=O)cc1OC,-7,4,-2,-7,1,0.1,-3,-10,5
O=C(CN1CCN(C(=O)c2cccs2)CC1)Nc1ccc(Br)cc1,-7,2,0,-8,2,0.7,-3,-9,5
Cc1cc(C)c(C2C(C#N)=C(N)Oc3n[nH]c(C)c32)cc1CN1CCOCC1 (stereo not drawn),-14,1,1,0,1,0.2,-8,2,7
O=C1C=C(/C=C/c2ccccc2)C[C@@H](c2ccc(F)cc2)C1,-23,2,-10,-17,1,0.3,-5,-7,1
Cc1ccc(N2C(=O)CC(Sc3cccs3)C2=O)cc1 (stereo not drawn),-8,2,4,-5,1,0.8,-8,1,3
COC(=O)c1[nH]c2ccccc2c1NC(=O)CN1CCCc2ccccc21,2,-1,13,-18,4,1.7,-3,-22,17
O=C(c1ccc(N2CCOCC2)cc1)N1CCCC(Nc2ccccc2)C1 (stereo not drawn),-7,11,-14,-11,1,0.3,2,1,-4
CCc1cc2c(=O)n(N)c(CCC(=O)O)nc2s1,-21,2,-11,-10,0,0.8,-2,-6,-3
C=C1CCN([C@@H](CC(C)C)C(=O)NCc2ccc(Cl)c(Cl)c2)S(=O)(=O)c2ccccc21,-16,-3,2,-37,7,0.5,-6,-10,9
CC(C)(C)C(=O)Nc1cccc(OC(F)(F)C(F)Cl)c1 (stereo not drawn),-5,3,-6,13,1,1.0,-7,-15,-3
Cc1ccc2[nH]c(=O)c(CN(Cc3ccc4c(c3)OCO4)Cc3nnnn3C3CCCC3)cc2c1,3,2,3,-28,0,1.9,-2,-14,-2
COC(=O)C1=C(N)Oc2cc(C)n(CCCn3ccnc3)c(=O)c2C1c1ccc(Cl)cc1 (stereo not drawn),-13,6,-13,-17,1,0.0,-6,-9,5
O=C(NCCOc1nc(N2CCOCC2)nc(N2CCOCC2)n1)Nc1ccc(Cl)cc1,-15,0,4,-2,1,1.1,-3,6,6
Cc1cc([N+](=O)[O-])nn1CC(=O)Nc1nccs1,-1,-5,17,3,0,0.0,-3,-8,19
CC(=O)c1nn(-c2ccc(Cl)cc2)cc1C(=O)c1ccc(C)cc1,-5,5,-12,-11,0,0.1,-4,-2,2
CCCN1Cc2cccc(C(=O)NC(CC(=O)OCC)c3ccc(OC(C)C)cc3)c2C1=O (stereo not drawn),-3,-8,4,-17,5,2.3,-7,-10,-7
COc1cc(CN2CCC(C(=O)N3CCCC(C)C3)CC2)cc(Br)c1O (stereo not drawn),7,4,0,-8,0,-0.2,-6,4,1
O=C(COc1ccc(Br)cc1CO)Nc1ccc(S(=O)(=O)N2CCCCC2)cc1,-23,-2,9,3,17,4.1,-4,-10,5
N#CC(c1ccc(Cl)cc1)c1ccc2c(C(F)(F)F)cc(C(F)(F)F)nc2n1 (stereo not drawn),24*,-5,22,18,12,9.6,3,-10,10
Cc1cc(NC(=S)N(Cc2ccc(Cl)cc2)Cc2ccc(C(=O)O)cc2)ccc1Cl,4,-6,17,-10,1,-0.2,-2,-10,10
O=C(Nc1ccc(C(=O)O)cc1)/C(=C\c1ccccc1)NC(=O)c1ccccc1,-9,5,-12,0,0,0.0,-2,2,-12
Cn1nc(C(=O)NCc2ccc(F)cc2)cc1C(=O)NCc1ccc(F)cc1,-3,1,-5,x,3,2.0,1,x,-11
CCN(CC)c1ccc(NC(=O)c2c(C)noc2C)cc1,-15,8,-6,0,1,0.6,-6,-4,-15
CC(C)C(C(=O)OCC(=O)c1ccc2c(c1)NC(=O)CO2)N1C(=O)c2ccccc2C1=O (stereo not drawn),11,4,-7,-15,2,0.6,0,-19,3
COc1ccc(Cl)cc1NC(=O)C1CCCN(c2ncnc3c2nc2n3CCCCC2)C1 (stereo not drawn),-5,0,2,-2,1,-0.1,-2,-19,-10
CC(=O)c1ccc(S(=O)(=O)NCc2nnnn2-c2ccccc2)cc1,-17,8,-10,-11,1,1.5,-1,1,-9
CCCS(=O)(=O)c1nc(S(=O)(=O)c2ccc(C)cc2)c(N2CCCC(C)C2)s1 (stereo not drawn),-6,-3,-6,-13,2,-0.1,-9,-11,20
CCCCOC(=O)c1c(C)oc2ccc(NS(=O)(=O)c3ccc4c5c(cccc35)C(=O)N4)cc12,-24,7,3,-14,3,0.4,1,-11,1
COc1cccc(NC(=O)CN(C)CC(=O)Nc2ccc3c(c2)CCC3)c1,-10,11,-15,6,2,0.9,-3,-2,3
COc1ccc(-c2cc(C)no2)cc1S(=O)(=O)NCC(C)c1ccccc1 (stereo not drawn),-12,7,-8,-22,7,4.8,-1,-9,-10
CC1CCc2c(sc(NC(=O)Cn3nc(C(F)(F)F)c4c3CCCCC4)c2C#N)C1 (stereo not drawn),-24,7,-11,-6,1,0.4,-2,-3,-7
COc1ccc(/C=c2\s/c(=C/C(=O)c3ccc(C)cc3)[nH]c2=O)cc1OC,-2,1,-2,-9,3,2.7,-7,-3,-14
# (listing goes on)
SMILES,CHO-K1 Ca antag,CHRM1 PAM,M1 antag,CHO parental Ca,CHRM4 agonist,M1 ag parental,CHRM1 agonist,OXTR potentiate,CHRM4 antagonist
CCOc1ccc(N(C(=O)c2snc(C(N)=O)c2N)C(CC)C(=O)NC2CCCC2)cc1 (stereo not drawn),-18,-3,9,-6,0,1.1,-3,-2,11
CCOC(=O)Cc1c(C)nc2c(-c3ccccc3)c(-c3ccccc3)[nH]n2c1=O,-12,16,3,-9,17,-0.1,3,-3,-4
CCOP(=O)(OCC)C(NC(=O)Nc1ccccc1)c1ccccc1 (stereo not drawn),-10,9,-3,-12,3,0.6,-4,-4,9
Cc1ccc(NC(=O)CCC(=O)c2cccs2)cc1F,4,15,-13,-5,1,0.4,1,-3,-24
COc1ccc2ccccc2c1C1CC(=O)N2CN(C)CSC2=C1C#N (stereo not drawn),-3,-4,-1,-9,0,0.5,-2,-4,2
CCOc1ccccc1NC(=O)CCCc1nc2ccccc2c(=O)[nH]1,6,2,1,-14,1,0.4,-4,-1,-1
CN1CCN(C(=O)c2ccc(-c3nn(C)c(=O)c4ccccc34)cc2)CC1,-26,10,-11,-13,0,0.1,-12,-1,-3
CN(C)S(=O)(=O)c1cc(NC(=O)CN2CCN(c3ccccc3O)CC2)ccc1Cl,-12,9,-5,-4,5,3.2,0,-1,-4

# Pulled one by one from above:
SMILES,CHO-K1 Ca antag,CHRM1 PAM,M1 antag,CHO parental Ca,CHRM4 agonist,M1 ag parental,CHRM1 agonist,OXTR potentiate,CHRM4 antagonist
Cc1ccc(NC(=O)CCC(=O)c2cccs2)cc1F,4,15,-13,-5,1,0.4,1,-3,-24
CCOC(=O)Cc1c(C)nc2c(-c3ccccc3)c(-c3ccccc3)[nH]n2c1=O,-12,16,3,-9,17,-0.1,3,-3,-4
CCOP(=O)(OCC)C(NC(=O)Nc1ccccc1)c1ccccc1 (stereo not drawn),-10,9,-3,-12,3,0.6,-4,-4,9

# Screening results as filed in PubChem.
